Screening data from PubChem BioAssay.
RGS4-Gao reg: human RGS4-Galphao interaction regulation | Multiplexed bead flow cytometry, RGS4-Galphao binding; actives lie on both sides | binding response (% of control), % at 10 µM | 220,000 compounds, 0.33% hits; in the data active = binding response below about 49% or above about 150%; inactive = in between;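 also: fluorescent Galphao activated with aluminum fluoride binding bead-coupled RGS4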
Target sequence (P09471 whole entry, looked up): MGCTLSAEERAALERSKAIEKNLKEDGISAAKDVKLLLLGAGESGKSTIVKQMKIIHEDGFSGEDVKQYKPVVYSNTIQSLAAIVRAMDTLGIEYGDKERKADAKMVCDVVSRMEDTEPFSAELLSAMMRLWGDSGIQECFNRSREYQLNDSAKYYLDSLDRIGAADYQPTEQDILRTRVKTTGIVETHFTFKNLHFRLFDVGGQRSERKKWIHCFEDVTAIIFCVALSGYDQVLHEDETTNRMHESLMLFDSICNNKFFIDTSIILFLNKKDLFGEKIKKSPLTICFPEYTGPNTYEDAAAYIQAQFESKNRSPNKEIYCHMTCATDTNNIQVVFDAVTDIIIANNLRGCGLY
RGS7-Gao reg: regulators of human RGS7-Galphao interaction. binding response (% of control), % at 10 µM. Multiplexed bead flow cytometry, RGS7-Galphao binding; actives lie on both sides. AID 1439. P09471. 220,000 compounds, 0.35% hits; in the data active = binding response below about 49% or above about 150%; inconclusive = no clear call, values can overlap the other calls; inactive = in between;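 also: fluorescent Galphao held in activated GDP-AlF4 state binding bead-coupled RGS7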
Avidin bead fluor: compound fluoresces at 488/530 nm on avidin beads | compound fluorescence 488/530 nm, flow cytometry; hits give high values | 220,000 compounds, 0.38% hits | AID 1775 | fluorescence (KMESF) at 10 µM; in the data active = fluorescence above about 47; also: inactives centre near 10
Starred values were filed as active, the others as inactive; ? = inconclusive; . = no result given; [ ] = remark or other dose. These rows are one share of the data; count on the stated rates, not on these rows.

SMILES	RGS4-Gao reg	RGS7-Gao reg	Avidin bead fluor
Nc1ccc(S(=O)(=O)NC2=NCCCCC2)cc1	97	?	6
O=S(=O)(Nc1nc2ccccc2s1)c1ccc(Cl)nc1	110	.	7
CC(=O)c1ccc(-c2cc([C@H]3[C@H]4C=CC[C@@H](C)[C@@H]4C(=O)N3Cc3ccccc3)ccc2F)cc1	102	?	10
Cc1nc2ccc(Cl)cc2nc1C	95	?	7
Cc1ccc(S(=O)(=O)N(C)C)cc1NC(=O)c1cccs1	103	?	7
COc1ccc(-c2cn[nH]c2-c2ccc(OCc3ccc(F)cc3)cc2O)cc1OC	101	?	9
COc1cc(/C=N/n2cnnc2-n2nc(C)cc2C)cc([N+](=O)[O-])c1O	102	?	11
O=C(c1sccc1Br)N1CCN(Cc2ccc3c(c2)OCO3)CC1	97	?	4
O=S(=O)(NCCCN1CCOCC1)c1ccc(Cl)s1	100	?	6
O=C(Nc1ccccc1C(F)(F)F)c1ncn[nH]1	96	?	10
O=C1C2C(c3ccccc3)CC=CC2[C@H](c2ccoc2)N1Cc1ccccc1 (some centres not stated)	94	?	8
COc1cc(/C(C)=N/NC(=O)CN2CCN(S(=O)(=O)c3ccc(C)cc3)CC2)ccc1O	89	?	7
CCC(=O)N1CCC2(CC1)Oc1ccc(F)cc1C(=O)C21CC(c2ccccc2)=NO1 (configuration not stated)	101	?	12
CCOC(=O)CN(C(=O)COc1nc(-c2ccccc2)cc(C)c1C#N)c1ccccc1C	105	.	7
CCOC(=O)C(=CNNc1cccc(Cl)c1)C(=O)OCC	99	?	6

Quoted at random: two compounds from above, in no set order.
SMILES	RGS4-Gao reg	RGS7-Gao reg	Avidin bead fluor
Cc1nc2ccc(Cl)cc2nc1C	95	?	7
O=C(Nc1ccccc1C(F)(F)F)c1ncn[nH]1	96	?	10

(cont.)
SMILES	RGS4-Gao reg	RGS7-Gao reg	Avidin bead fluor
Cc1cccc(C)c1-n1nnnc1C(C)(C)N1CCN(N=O)CC1	102	?	7
CC(=O)N/C(=C\c1ccc(F)cc1)C(=O)NC(Cc1ccccc1)C(=O)O (configuration not stated)	100	?	5
O=C(COC(=O)c1cncc(Br)c1)Nc1nc(-c2ccc(F)cc2)cs1	105	?	6
CCOC(=O)c1c(O)c2ccccc2oc1=O	94	?	6
C/C=C(/C)C(=O)Nc1cccc(C2=NOC3(C2)C[C@@H](C(N)=O)N(C(=O)[C@H]2CCC(=O)N2)C3)c1 (some centres not stated)	97	?	12
NCCSSCCN	99	?	7
CCOC(=O)C(=CNc1ccc2c(c1)c1ccccc1n2CC)C(=O)OCC	99	?	5
COc1ccc(N2C(=O)[C@H]3[C@@H](C2=O)C2c4ccccc4C=NN2[C@H]3C(=O)C(C)(C)C)cc1 (some centres not stated)	103	?	6
Cc1ccc(-n2c(O)c(C=NC3CCS(=O)(=O)C3)c3ccccc3c2=O)c(C)c1 (configuration not stated)	86	?	7
CCc1cccc(CC)c1NC(=S)Nc1cccc(Cl)c1Cl	99	?	8
NS(=O)(=O)c1ccc(NC(=O)CN2CCc3ccccc32)cc1	102	?	6
CCOC(=O)c1c(/N=C/C2=C(O)CC(C)(C)CC2=O)sc2c1CCCC2	102	?	8
CCCCCc1cc(=O)oc2c(C(CCN(CC)CC)c3ccc(N(C)C)cc3)c(OC)cc(OC)c12 (configuration not stated)	109	?	15
O=C(CSc1nnc2c(n1)[nH]c1ccccc12)Nc1cccc(S(=O)(=O)N2CCOCC2)c1	106	?	10
O=C(NC1=NN(c2ccccc2)CC1)Nc1ccccc1F	101	?	10

Structural class: the compounds so far with a Cl atom
SMILES	RGS4-Gao reg	RGS7-Gao reg	Avidin bead fluor
O=S(=O)(Nc1nc2ccccc2s1)c1ccc(Cl)nc1	110	.	7
Cc1nc2ccc(Cl)cc2nc1C	95	?	7
O=S(=O)(NCCCN1CCOCC1)c1ccc(Cl)s1	100	?	6
CCOC(=O)C(=CNNc1cccc(Cl)c1)C(=O)OCC	99	?	6
CCc1cccc(CC)c1NC(=S)Nc1cccc(Cl)c1Cl	99	?	8

Other results
SMILES	RGS4-Gao reg	RGS7-Gao reg	Avidin bead fluor
COc1ccc(-c2ccc(C)cc2)cc1[C@H]1[C@H]2C=CC[C@@H](C)[C@@H]2C(=O)N1Cc1ccccc1	105	?	9
N#CC1CCN(c2ncccc2[N+](=O)[O-])CC1	282*[activator]	.	13
N#CC1CN(Cc2ccccc2)CN(Cc2ccccc2)C1	110	?	9
N=C1C(c2ccccc2)=C(O)CN1c1cccc(S(=O)(=O)N2CCOCC2)c1	99	?	4
Cc1ccc(/C=N/NC(=O)CN2CCN(Cc3ccccc3)CC2)s1	99	?	11
CC1=C(C#N)C(c2ccc(O)cc2)C(C#N)=C(C)N1	97	?	5
CC(=O)Nc1cccc(-c2cc(-c3c(Cl)cccc3Cl)no2)c1	94	?	7
O=C(Cc1ccc(Cl)cc1)Nc1ccc2oc(=O)ccc2c1	100	?	11
CC(=O)c1nnn(-c2ccccc2C#N)c1C	107	?	4
Clc1ccc(-c2nc(-c3cnccn3)no2)cc1	103	?	7
COc1cc(N=Nc2c(O)c3ccccc3[nH]c2=O)c(OC)cc1N=Nc1ccccc1	92	?	3
CCC(=O)N1CC2(CC(c3cccc(NC(=O)CC(c4ccccc4)c4ccccc4)c3)=NO2)C[C@H]1C(N)=O (some centres not stated)	94	?	8
O=C(CNC(=O)C(c1ccccc1)c1ccccc1)N/N=C/c1cccnc1	101	?	8
COc1ccc(C[C@@H]2CN3C(=NC[C@@H]3Cc3ccc(O)cc3)N2C[C@H](C)NC(=O)CCC2CCCCC2)cc1	95	?	7
CC(=O)Nc1ccc(NC(=O)C(C)OC(=O)C2CCN(S(=O)(=O)c3cccs3)CC2)cc1 (configuration not stated)	104	?	3

With a hit mark in RGS4-Gao reg, among the entries above:
SMILES	RGS4-Gao reg	RGS7-Gao reg	Avidin bead fluor
N#CC1CCN(c2ncccc2[N+](=O)[O-])CC1	282*[activator]	.	13

Continuation.
SMILES	RGS4-Gao reg	RGS7-Gao reg	Avidin bead fluor
Nc1nnc(CC(=O)N/N=C/c2ccc(-c3ccc(Cl)cc3Cl)o2)s1	98	?	8
COc1ccc(-c2ccc(C(C)=O)cc2)cc1[C@H]1[C@@H]2C=CCC[C@@]2(C)C(=O)N1Cc1ccccc1	104	?	8
CC(=O)NCc1ccc(S(=O)(=O)NC2CCN(Cc3ccccc3)CC2)cc1	94	?	8
O=C(O)c1ccc(OCC(F)(F)F)nc1	99	?	3
CSc1ccc(/C=C(\NC(=O)c2ccc(C)cc2)C(=O)NN)cc1	104	?	2
COc1ccc(NC(=O)O/N=C/c2ccccc2Cl)cc1	100	?	8
Cn1c(=O)n(C)c2cc(/C=N/NC(=O)c3ccc(Cl)cc3)ccc21	101	?	6
O=C(O)c1cncc(Br)c1	100	?	3
Nc1nonc1-n1nnc(C(=O)N/N=C/c2ccccc2Cl)c1CSc1ccccc1	99	?	7
Clc1cccc(Cl)c1-c1noc(CN2CCOCC2)n1	98	?	9
Cc1ccc(S(=O)(=O)N/N=C/c2ccc3nccnc3c2)cc1	91	?	6
OCCCNc1ncnc2c1[nH]c1ccccc12	100	?	5
COc1cc(-c2cc3nc4ccccc4n3c(N)c2C#N)cc(OC)c1OC	100	?	8
O=C(CN1CCCCC1)NNc1nc(-c2ccccc2)c2cc(Br)ccc2n1	92	?	6
CC(=O)N(C)N(C)c1cc(C)nc(N)n1	100	?	7
O=S(=O)(NCCC1CC1(Cl)Cl)c1ccccc1 (configuration not stated)	87	?	5
COc1ccc(Cl)cc1N1C(=O)CC(Sc2ccccc2N)C1=O (configuration not stated)	101	?	6
COc1ccc(S(=O)(=O)N2CCCc3ccccc32)cc1OC	98	?	7
O=C1CSC(c2cccnc2)N1Cc1cccnc1 (configuration not stated)	96	?	6
CCC(=O)Nc1nc2ccc([N+](=O)[O-])cc2s1	97	?	12
O=C(Nc1cc(Cl)cc(Cl)c1)N1CCCC1	103	?	6
COc1ccc(CCNC(=S)NC(=O)c2cccc(Cl)c2)cc1OC	92	?	6
O=S(=O)(Nc1cccc(-c2nc3cccnc3s2)c1)c1cccs1	103	?	5
CC(CCC(=O)O)C1CC[C@@]2(C)C3C(=O)CC4C(C)(C)C(O)CC[C@]4(C)C3C(=O)C[C@]12C (some centres not stated)	89	?	5
CC(C)(C)OC(=O)N1CCC[C@H]1c1nnc(SCc2ccccc2)o1	76	.	5
CCOc1ccc(CC(=O)NNC(=O)/C=C/C(=O)O)cc1	102	?	6
N#Cc1c(-c2ccc(F)cc2)cc(-c2ccccc2)nc1SCC(=O)NCC(=O)O	98	?	5
CN1C(=O)C(CCC(N)=O)NC1=S (configuration not stated)	101	?	8
CC(C)Nc1nc(Cl)nc(N(C#N)CN2C(=O)c3ccccc3S2(=O)=O)n1	94	?	6
N#Cc1cc2c(nc1SCC(=O)O)CCCCC2	105	?	6
N#C/C(=C\c1cccc(Cl)c1)C(=O)c1ccccc1	97	?	2
O=C(O)c1cccc(Nc2ncnc3ccc(Br)cc23)c1	102	?	8
Cc1ccc(NC(=O)c2sc(N)nc2-c2ccc([N+](=O)[O-])cc2)cc1C	105	?	6
O=C(Cc1ccc([N+](=O)[O-])cc1)Nc1nccs1	102	?	5
O=C1CCN(CCc2ccccc2)CCN1[C@H](CSc1ccc(Br)cc1)Cc1ccccc1	95	?	6
CN(C)c1ccc2nsnc2c1[N+](=O)[O-]	96	?	7
CCc1cccc(C)c1NC(=S)N(CCOC)C(C)c1ccco1 (configuration not stated)	96	?	10
